ST2 inh: inhibitors of human ST2 (IL1RL1) binding to IL-33, primary screen, biochemical, AlphaLISA | Interleukin-1 receptor-like 1 (Homo sapiens), Q01638 | AlphaLISA ST2-Fc/biotin-IL-33 interaction, 1 h | inhibition, % for hits at 17 µM | 2.3% of 78,000 active | AID 1259354, 2018; in the data active means inhibition above about 30%; inconclusive means mostly about 10% to 28%
Target sequence (Q01638 whole entry, looked up): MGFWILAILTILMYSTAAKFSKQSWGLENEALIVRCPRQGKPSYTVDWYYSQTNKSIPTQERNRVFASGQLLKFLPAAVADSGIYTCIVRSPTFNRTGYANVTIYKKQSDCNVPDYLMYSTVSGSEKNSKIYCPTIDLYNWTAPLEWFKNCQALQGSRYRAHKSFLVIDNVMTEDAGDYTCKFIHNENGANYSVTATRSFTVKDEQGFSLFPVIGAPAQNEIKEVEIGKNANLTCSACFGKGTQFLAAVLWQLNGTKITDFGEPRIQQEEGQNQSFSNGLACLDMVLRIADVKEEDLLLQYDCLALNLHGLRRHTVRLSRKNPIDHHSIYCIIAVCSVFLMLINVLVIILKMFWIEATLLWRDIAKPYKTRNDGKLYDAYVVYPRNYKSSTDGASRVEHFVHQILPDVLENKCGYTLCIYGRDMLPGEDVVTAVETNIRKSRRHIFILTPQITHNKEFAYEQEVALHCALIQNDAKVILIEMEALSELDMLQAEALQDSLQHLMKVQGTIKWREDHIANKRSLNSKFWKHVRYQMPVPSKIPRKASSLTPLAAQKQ
An asterisk follows results filed as active; i = inactive; ? = inconclusive.

Start of the listing, in advance, 7 compounds:
| molecule | ST2 inh |
| --- | --- |
| Cc1ccc(CN2CCCC(CO)C2)cc1 (stereo not given) | i |
| CN(CCc1ccccn1)[C@@H]1[C@H](O)[C@H](CO)O[C@@H]1CNC(=O)c1ccco1 | i |
| FC(F)(F)c1cc(-c2cccs2)nc(-n2cncn2)n1 | ? |
| COC(=O)[C@@H]1Cc2c([nH]c3ccccc23)[C@H]2C[C@@H](NCc3cccnc3)C[C@@H](c3ccccc3)N21 | i |
| Cn1c(=O)[nH]c(=O)c2c1nc(CN1CCN(c3ccc(F)cc3)CC1)n2CCc1ccccc1 | i |
| Cn1c(SCc2ccc(F)c3ccccc23)nc2ccccc2c1=O | i |
| COC(=O)[C@H](Cc1ccc(OC)cc1)NC(=O)[C@H]1CN(C(=O)c2cccnc2)CCN1S(C)(=O)=O | i |

Results, previewed entries included:
| molecule | ST2 inh |
| --- | --- |
| Cc1ccc(CN2CCCC(CO)C2)cc1 (stereo not given) | i |
| CN(CCc1ccccn1)[C@@H]1[C@H](O)[C@H](CO)O[C@@H]1CNC(=O)c1ccco1 | i |
| FC(F)(F)c1cc(-c2cccs2)nc(-n2cncn2)n1 | ? |
| COC(=O)[C@@H]1Cc2c([nH]c3ccccc23)[C@H]2C[C@@H](NCc3cccnc3)C[C@@H](c3ccccc3)N21 | i |
| Cn1c(=O)[nH]c(=O)c2c1nc(CN1CCN(c3ccc(F)cc3)CC1)n2CCc1ccccc1 | i |
| Cn1c(SCc2ccc(F)c3ccccc23)nc2ccccc2c1=O | i |
| COC(=O)[C@H](Cc1ccc(OC)cc1)NC(=O)[C@H]1CN(C(=O)c2cccnc2)CCN1S(C)(=O)=O | i |
| Cc1cc(C)c2nc(NC(=O)c3ccc(N(C)C)cc3)sc2c1 | i |
| O=C(Nc1ccc(N2CCCC2)cc1)c1sc2ccccc2c1Cl | ? |
| Cc1ccnc(NC(=O)c2cccc(Cl)c2)c1 | i |
| O=C(c1ccccc1S(=O)(=O)Cc1ccccc1)N1CC[C@H](O)[C@@H](O)C1 | i |
| O=C(Nc1nnc(N=Cc2ccc([N+](=O)[O-])s2)s1)c1ccc([N+](=O)[O-])cc1 | i |
| c1ccc(CN2CCN(Cc3cccnc3)CC2)cc1 | i |
| C=CCSc1nnc(-c2ccccc2NC(C)=O)c(=O)[nH]1 | i |
| COc1ccc(S(=O)(=O)Cc2ccc(C(=O)NC3CCC(C)CC3)o2)cc1 (stereo not given) | i |
| COCc1c(C(=O)NCc2ccc3c(c2)CCCN3C)cnn1-c1ncc(C)c(-c2cccs2)n1 | 39.0%* |
| COc1ccc(-c2ccnc(N[C@H]3CO[C@H]4[C@@H]3OC[C@@H]4NS(=O)(=O)c3ccccc3C#N)n2)cc1 | i |
| O=C(Nc1cccc(-c2ccco2)c1)C1CCN(C(=O)c2ncoc2C2CC2)CC1 | i |
| COc1ccc(CC(=O)NC2CC(=O)N(CC3CCCCC3)C2)cc1 (stereo not given) | ? |
| Cc1ccc(-c2nnc(-c3nc(NCCN4CCCC4)c4ccccc4n3)o2)cc1 | i |

2 entries drawn at random from those above:
| molecule | ST2 inh |
| --- | --- |
| O=C(Nc1nnc(N=Cc2ccc([N+](=O)[O-])s2)s1)c1ccc([N+](=O)[O-])cc1 | i |
| Cc1ccc(CN2CCCC(CO)C2)cc1 (stereo not given) | i |

The list continues:
| molecule | ST2 inh |
| --- | --- |
| Cc1ccc(C(=O)CNc2cc(C)ccc2C)cc1 | ? |
| O=C(Nc1cccc(CCc2ccccn2)c1)c1cc(F)c(F)cc1Cl | i |
| CC(=O)NC1=NN(C(C)=O)C(C)(c2ccc(Br)cc2)S1 (stereo not given) | i |
| CC(C)CCNC(=O)c1ccc2c(c1)N(Cc1ccc(F)cc1)C(=O)CS2 | i |
| COC(=O)[C@@H]1Cc2ncn(C)c2CN1S(=O)(=O)c1ccc(Cl)cc1 | ? |
| O=C(NCc1ccco1)/C(=C/c1ccc2c(c1)OCO2)NC(=O)c1ccc(Br)o1 | i |
| CNc1ccccc1[N+](=O)[O-] | i |
| COc1cc(CC(=O)O)c(C(=O)O)cc1OC | i |
| Cc1ccccc1NCN1C(=O)c2ccccc2C1=O | ? |
| O=c1oc2ccc(Cl)cc2n1CNc1ccccc1 | i |
| CCc1ccc(CN(C)C(=O)c2c(O)cccc2O)nc1 | i |
| Cc1c(C(=O)NC2CCCCC2C)oc2ccc(S(=O)(=O)N3CCC(C)CC3)cc12 (stereo not given) | i |
| Cc1cc(C)cc(OCC(=O)N2N=C(c3ccc(Cl)cc3)CC2(O)C(F)(F)F)c1 (stereo not given) | i |
| Cc1ccc(NC(=O)C(C)NC(=O)C(=O)c2ccco2)c(F)c1 (stereo not given) | i |
| COc1cc2c(C(=O)N3CCN(c4ccccc4)CC3)cn(C)c(=O)c2cc1OC | ? |
| O=C(N/C(=C/c1ccco1)C(=O)N1CCCCC1)c1cccs1 | ? |
| Cc1ccc(NC(=O)CN2CCN(Cc3ccc(Cl)cc3)S2(=O)=O)cc1C | i |
| Nc1ncnc2c1nc(Br)n2[C@@H]1O[C@@H]2COP(=O)(O)O[C@H]2[C@H]1O | i |
| COc1cc(C(=O)Nc2ccc3c(c2)OCO3)cc(OC)c1OC | i |
| COc1ccc(-n2ccnc2CN2CCC(CNC(C)=O)C2)cc1 (stereo not given) | i |
| CCc1nnc(CNC(=O)C2COc3c(cccc3OC)C2)s1 (stereo not given) | ? |
| COCCCNC(=O)CN1C(=O)/C(=C\c2cccc(Cl)c2)Sc2ccccc21 | ? |
| CC(=O)c1c(C)oc2c(Cl)cc(NS(=O)(=O)c3c(C)cc(C)cc3C)cc12 | i |
| Cc1ccc(C(C)C)cc1OCCCCN1CCOCC1 | i |
| Cc1cc(OC(C)C(=O)N2CCc3ccccc32)ccc1Cl (stereo not given) | i |
| CC1=CC[C@@]2(C)CC[C@@](O)(C(C)C)[C@@H]2[C@@H](O)C1 | ? |
| CC1CCN([C@@H]2[C@H](O)[C@H](CO)O[C@@H]2CNC2CCN(C)CC2)CC1 | i |
| Cc1ccc(C2CC(=O)C3=C(C2)Nc2ccccc2NC3c2ccc(C)o2)cc1 (stereo not given) | ? |
| O=C(Nc1cccc(C(F)(F)F)c1)O[C@@H]1CO[C@H]2[C@@H]1OC[C@@H]2n1nnnc1SC1CCCC1 | i |
| Cc1nn(C)cc1-c1ccnc(NCc2ccccc2-n2ccnc2)n1 | i |
| Cc1ccc(NC(=O)CN2CCCN(Cc3cccc(F)c3)S2(=O)=O)c(C)c1 | i |
| Cc1cc(C(=O)Nc2ccc(C#N)cc2)no1 | i |
| CC(=O)NC1c2ccccc2Oc2ccccc21 | i |
| CC(=O)NCCc1ccc(S(=O)(=O)N2CCCC2)cc1 | i |
| O=C(CSc1nnnn1-c1ccccc1)c1ccc2c(c1)OCO2 | ? |
| Cn1cc(CN(Cc2ccc(S(C)(=O)=O)cc2)C2CC2)cn1 | i |
| O=C1Nc2cc(Cl)c(Cl)cc2N(O)N1c1ccccc1F | i |
| Cc1cc(NS(=O)(=O)c2ccc3[nH]c(=O)sc3c2)ccc1Br | i |
| CCc1[nH]c2c(CNC(=O)Cc3c(C)nc(N)nc3C)cc(C)cc2c1C | i |
| O=C(NCc1ccco1)c1ccc2c(c1)N(Cc1ccc(Cl)cc1)C(=O)c1ccccc1S2 | i |
| Cc1oc(-c2cccs2)nc1CN1CCCC(C(=O)NC2CCCCCC2)C1 (stereo not given) | i |
| COc1ccc(C)cc1NC(=O)c1ccc(CN(c2ccccc2)S(C)(=O)=O)cc1 | i |
| CNC(=O)c1ccc(C)c(-n2ccnc2-c2cccc(OCCO)c2)c1 | i |
| CS(=O)(=O)N1CCCC(C(=O)NC2CCCCCCC2)C1 (stereo not given) | ? |
| Cc1ncsc1CCC(=O)N1CCCC(N(C)C)CC1 (stereo not given) | i |
| CN1CCN(C(=O)CC[C@@H]2CNC(=O)[C@@H]3C[C@H](NC(=O)Nc4ccccc4)CN23)CC1 | i |
| CC1=CC(=NOC(=O)c2ccc(I)cc2)C=C(C)C1=O | i |
| COc1ccc(/C=C/c2cc(C(F)(F)F)[nH]n2)cc1 | i |
| CCCC(=O)N(c1ccc2oc(C)c(C(=O)OC)c2c1)S(=O)(=O)c1ccc2ccccc2c1 | i |
| COC(=O)[C@@H]1Cc2ncn(Cc3ccc(Cl)cc3)c2CN1Cc1ccc(OC)cc1 | i |
| CC1CCN(S(=O)(=O)c2cc(Br)ccc2Br)CC1 | i |
| CCCc1cc(C(=O)N2CCC(Cc3nn(C)c(=O)n3CC)CC2)ccn1 | i |
| CCC(Nc1cccc(OC)c1)C(=O)N1CCC(C(=O)OC)CC1 (stereo not given) | ? |
| N#Cc1cc(C#N)c(SCC(=O)c2ccccc2)nc1N | ? |
| CCn1cc(C(=O)N2CCc3ccccc32)c(=O)c2cc(S(=O)(=O)N3CCCCCC3)ccc21 | i |
| COc1ccccc1CNC(=O)CCC1N=C2c3ccccc3N=C(SCC(N)=O)N2C1=O (stereo not given) | i |
| O=C(CN1N=NC2C(=O)N(c3ccc(Cl)cc3)C(=O)C21)Nc1ccc(Br)cc1 (stereo not given) | i |
| COc1cc(C)c(NC(=O)c2cc(OC)c(OC)c(OC)c2)cc1C(C)C | i |
| COc1ccc(C(=O)N[C@H]2CO[C@H]3[C@@H]2OC[C@@H]3Nc2nccc(-c3ccccc3OC)n2)cc1 | i |
| Cc1ccc(CNC(=O)c2cn(C)c(=O)c3c2c2ccccc2n3C)o1 | i |

(continued)
| molecule | ST2 inh |
| --- | --- |
| COCCOC(=O)C1=C(C)N(Cc2ccccc2)C(=O)NC1c1ccccc1F (stereo not given) | i |
| CC(CN1CCOCC1)NC1CCN(C(=O)NC2CCCCC2)CC1 (stereo not given) | ? |
| CC1CCN(CCCNC(=O)CN2C(=O)/C(=C/c3ccccc3F)Sc3ccccc32)CC1 | ? |
| O=C(Nc1ccc(Br)cc1)c1cccc(S(=O)(=O)Nc2ccccn2)c1 | 42.0%* |
| COc1ccc(C(=O)N2CCN=C2SCc2cc(C)ccc2C)cc1OC | ? |
| COc1ccc(/C=C/c2ccccc2)cn1 | ? |
| N#C/C(=C\c1ccccc1[N+](=O)[O-])c1nc(-c2ccc(Br)cc2)cs1 | ? |
| CCC(=O)N1c2ccccc2-c2nnc(SC)nc2OC1c1ccccn1 (stereo not given) | ? |
| O=C1C=C(Nc2cccc(C(F)(F)F)c2)C(=O)c2ccccc21 | 31.0%* |
| Cc1ccccc1NC(=O)CCN1CC(C)CC(C)C1 (stereo not given) | i |
| COc1ccc(-c2cc(C(F)(F)F)nc(NC3CCCC3)n2)cc1 | i |
| CCN(CC)C(=O)C1CCCN(C(=O)CCC2(Cc3cccc4ccccc34)CCC(=O)N2)C1 (stereo not given) | i |
| COc1ccc(C2CC(c3ccc(OC)c(OC)c3)n3nc(N)nc3N2)cc1 (stereo not given) | ? |
| O=C(NCc1ccc2c(c1)OCO2)c1ccc2c(=O)n(CCc3ccccc3)c(=O)[nH]c2c1 | ? |
| CC1=C(C(=O)Nc2ccccc2)C(c2cccc(Br)c2)n2nnnc2N1 (stereo not given) | i |
| COc1cccc(CNC(=O)CCC2CCCN(C(=O)c3ccc4cccc(F)c4n3)C2)c1 (stereo not given) | i |
| Cn1c(=O)c2c(nc3n2CC(=O)N3c2cccc(Cl)c2)n(C)c1=O | i |
| CCC(CC)C(=O)NC1CC(=O)N(c2ccc(F)cc2)C1 (stereo not given) | i |
| COc1ccc(N(C)C(=O)Cc2c(C(=O)O)[nH]c3ccc(Cl)cc23)c(OC)c1 | i |
| Cc1cc2nc(COc3ccc(Cl)cc3NC(=O)c3cccc(F)c3)cc(=O)n2o1 | i |
| Cc1nnc(NC(=O)c2ccc(=O)n(Cc3ccc(Cl)cc3)c2)s1 | i |
| O=C(O)CCc1nn2c3ccccc3n(CC(=O)c3ccc(Br)cc3)c2nc1=O | i |
| Cc1sc(CN(C)C)c2c1C(=O)c1ccccc1CS2 | i |
| C=CCOc1ccc(/C=C2\C(=O)NN(c3cccc(Br)c3)C2=O)cc1OC | 34.0%* |
| Cc1cccc(Cn2c(=O)n(CCCC(=O)NCc3ccco3)c(=O)c3sccc32)c1 | i |
| CC(C)C1CN(CC(=O)Nc2nccs2)CCC(=O)N1CC1CC1 (stereo not given) | i |
| O=C(CCCN1C(=O)c2ccccc2C1=O)N1CCCC1 | i |
| CCN(/C=C1\C(=O)N(c2ccccc2)N=C1C)CC | i |
| Cc1ccc(-c2nnc([C@H]3CCN(Cc4ccc(Cl)cc4)C3)o2)cc1 | i |
| CN1C[C@@H](NS(=O)(=O)c2ccc(F)cc2)C[C@H]1c1nc(Cc2ccccc2)no1 | i |
| Cc1nnc(SCc2ccccc2Cl)[nH]c1=O | i |
| CC[C@@]1(C(=O)O)C[C@H](C(=O)N2CC=CCC2)[C@H](c2ccc(OC)cc2)N1C | ? |
| CCC(NCC(=O)Nc1ccc(Cl)c(OC)c1)c1ccnn1C (stereo not given) | ? |
| CCc1nnc(CN(C(=O)c2ccccc2N2CCCC2)C(C)C)o1 | ? |
| CCCN1C2OC(C3OC4C(O3)N(C)S(=O)(=O)N4C)OC2N(CCC)S1(=O)=O (stereo not given) | i |
| O=C(O)c1ccccc1CN1CCCCC1CCn1cccn1 (stereo not given) | ? |
| O=C(Nc1cc(Cl)ccc1O)c1cc(-c2ccc(F)cc2)on1 | i |
| Cc1cccc(NC(=O)CCC2CCN(C(=O)C3=NN(C)C(=O)CC3)CC2)c1 | i |
| OCCC1CN(Cc2cccc3c2OCO3)CCN1Cc1ccc(F)c(F)c1 (stereo not given) | i |
| O=[N+]([O-])c1ccccc1CN1CCN(c2ncccn2)CC1 | 31.0%* |
| O=C(NC1CCCCCCC1)c1ccc(N2CCCC2=O)cc1 | i |
| CCn1c(C2CCCN(S(=O)(=O)c3ccc(C)c(C)c3)C2)n[nH]c1=O (stereo not given) | i |
| CCNC(=O)[C@@H]1C[C@H](N)CN1C(=O)c1scc2c1CCCC2 | i |
| Cc1ccc(Nc2cc(C)nc(Nc3ccc(NC(=O)CCC4CCCCC4)cc3)n2)cc1 | ? |
| O=C(NC1CCCc2ccccc21)c1cc(=O)[nH]c2ccc(S(=O)(=O)N3CCCC3)cc12 (stereo not given) | i |
| O=C(C1=CCCC1)N1CCCC(Nc2cccc(F)c2)C1 (stereo not given) | i |
| O=C(Nc1ccc(F)cc1)C1CC(=O)N(c2ccccc2Cl)C1 (stereo not given) | i |
| O=[N+]([O-])c1ccccc1S(=O)(=O)N1CCOCC1 | i |

Only part of the results is shown; rates above refer to the full screens.
